Bioassay records deposited in PubChem by National Center for Advancing Translational Sciences (NCATS).
SNCA expr inhib – SNCA gene expression inhibition | HEK-293 SNCA-luciferase knock-in, luminescence, 24 h | AID 1671194 | Potency, µM (top dose mostly 57.2 µM), without a hit: at the top dose activity change, negative = inhibition, hits mostly inhibitors | actives 0.17% (n = 140,000);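 also: potency is read from the fitted curve at half-maximal effect; plate controls were DMSO cells for no effect and cell-free wells for full effect; nearly all actives have a fitted effect of over 45% in size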
GPT2 inhibitor – GPT2 alanine aminotransferase inhibition. Recombinant GPT2, coupled pyruvate oxidase/HRP Amplex Red fluorescence. Potency, µM (doses to about 57.7 µM), without a hit: at the highest dose activity change, negative = inhibition, usual class: inhibitors. actives 0.25% (n = 100,000). AID 1671188; also: potency is read from the fitted curve at half-maximal effect; nearly all actives have a fitted effect of over 60% in size; many of its hits are not listed in these tables
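Fluorescence of coupled pyruvate oxidase/HRP/Amplex Red system (50uM Amplex, 30 min, dark) reports pyruvate formed by GPT2. Enzyme reaction: 10ng/uL GPT2, 2mM L-alanine, 250uM a-KG, 30 min room temperature, pH 7.5; 50uM AOA control.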
IP6K1 inh – blocks human inositol hexakisphosphate kinase 1; Q92551; activity change, % (series mostly up to about 58 µM); IP6K1 kinase, ADP-Glo luminescence, 2 h; stronger effect = lower value; actives 0.81% (n = 140,000); AID 1645851; in the data active = activity change below about -25%
Target sequence (Q92551 whole entry, looked up): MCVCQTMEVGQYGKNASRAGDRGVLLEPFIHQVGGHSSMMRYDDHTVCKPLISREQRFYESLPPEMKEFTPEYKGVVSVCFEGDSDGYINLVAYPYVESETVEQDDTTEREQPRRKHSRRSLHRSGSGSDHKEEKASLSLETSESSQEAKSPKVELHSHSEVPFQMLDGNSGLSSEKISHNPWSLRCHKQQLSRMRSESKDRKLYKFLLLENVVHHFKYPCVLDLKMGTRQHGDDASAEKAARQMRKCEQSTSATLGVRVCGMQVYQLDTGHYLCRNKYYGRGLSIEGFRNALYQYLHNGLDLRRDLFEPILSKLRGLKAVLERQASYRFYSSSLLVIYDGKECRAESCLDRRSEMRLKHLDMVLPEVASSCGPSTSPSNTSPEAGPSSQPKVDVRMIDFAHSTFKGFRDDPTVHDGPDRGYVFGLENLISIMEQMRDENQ
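ADP-Glo luminescence measures ADP made by human IP6K1 during a 2 h RT reaction with ATP/IP6 (mix at 1.3 mM/130 uM); top library doses 57.5 and 19.1 uM final.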
HEK293 tox – HEK 293 cell cytotoxicity; HEK 293 viability, ATP luminescence (CellTiter-Glo), 48-72 h; Potency, µM (titrated, usually from 115 µM), for the others: at the highest dose activity change, negative = cytotoxicity, actives largely listed as inhibitors; AID 1345083; actives 6.6% (n = 94,000); also: potency is read from the fitted curve at half-maximal effect; nearly all actives have a fitted effect of over 60% in size
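Viability of HEK 293 cells, plated at 250 cells/well, was judged by cellular ATP after compound treatment for 48 or 72 hr. Luminescence was imaged 10 min after CellTiter-Glo addition at room temperature.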
SNCA viab count – cell viability loss counter-screen. HEK-293-SNCA-luc viability, GF-AFC fluorescence, 24 h. Potency, µM (doses to about 57.1 µM), for inactives: at the top dose activity change, negative = cytotoxicity, actives largely listed as cytotoxic. actives 0.12% (n = 150,000);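 also: potency is read from the fitted curve at half-maximal effect; 0% = DMSO-treated cells and -100% = medium-only wells without cells; nearly all actives have a fitted effect of over 30% in size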
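Cytotoxicity counterscreen: after 24 h compound treatment of genome-edited SNCA-luciferase HEK-293 cells, live-cell protease substrate GF-AFC read by fluorescence after 30 min; activity scaled between DMSO (0%) and medium-only (-100%), curves Hill-fitted.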
3T3 cytotox – cytotoxic compounds in NIH 3T3 cells; Potency, µM (series often up to 96.7 µM), without a hit: at the top dose activity change, negative = cytotoxicity, hits mostly inhibitors; actives 4.3% (n = 94,000); AID 1345082; NIH 3T3 viability, CellTiter-Glo ATP luminescence, 48-72 h; also: potency is read from the fitted curve at half-maximal effect; nearly all actives have a fitted effect of over 55% in size
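ATP-dependent luminescence (CellTiter-Glo) served as the viability signal for NIH 3T3 cells treated with compound for 48 or 72 hr at 37 °C.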
FLuc inh – inhibitors of firefly (Photinus pyralis) luciferase | P08659 | purified P. pyralis luciferase, luminescence, biochemical | Potency, µM (titrated, usually from 115 µM), without a hit: at the highest dose activity change, negative = inhibition, hits mostly inhibitors | actives 2.5% (n = 76,000) | AID 1347043; also: potency is read from the fitted curve at half-maximal effect; nearly all actives have a fitted effect of over 65% in size
Target sequence (P08659 whole entry, looked up): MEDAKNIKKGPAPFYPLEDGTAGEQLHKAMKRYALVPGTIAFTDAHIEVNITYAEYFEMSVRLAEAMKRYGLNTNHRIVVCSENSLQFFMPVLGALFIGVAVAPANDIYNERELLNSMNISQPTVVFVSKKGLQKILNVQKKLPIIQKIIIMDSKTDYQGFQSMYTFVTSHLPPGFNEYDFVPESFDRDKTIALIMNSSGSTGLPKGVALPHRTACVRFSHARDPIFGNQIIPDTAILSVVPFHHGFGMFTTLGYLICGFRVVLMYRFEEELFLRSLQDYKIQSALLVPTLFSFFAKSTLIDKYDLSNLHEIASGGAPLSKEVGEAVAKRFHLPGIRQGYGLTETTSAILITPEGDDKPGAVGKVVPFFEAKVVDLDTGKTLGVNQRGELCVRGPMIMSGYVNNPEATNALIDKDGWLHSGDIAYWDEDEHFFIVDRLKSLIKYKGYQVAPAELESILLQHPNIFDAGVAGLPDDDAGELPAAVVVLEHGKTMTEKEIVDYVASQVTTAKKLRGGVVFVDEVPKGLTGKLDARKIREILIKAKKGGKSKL
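Purified P. pyralis luciferase (10nM final) in 50mM Tris acetate pH 7.5, 10mM Mg acetate, 0.01% Tween-20, 0.05% BSA with 10uM D-luciferin and 10uM ATP. Compounds titrated qHTS. Luminescence imaged on CCD.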
* hit, by the source's call; i = inactive; ? = inconclusive; · = not tested or not shown; & = joins results of further samples; [ ] = another dose, or the depositor's remark. Unless noted, calls follow the shape of the dose curve; as a rule, active = well fitted curve in the direction sought with a large enough effect; inconclusive = small, poorly fitted or top-dose-only effect, or another doubt; inactive = no such curve, though single readings can be large; an effect the other way counts as inactive or inconclusive. Unless noted, % is scaled to controls: 0 for no effect and ±100 for the full control effect. This is a subset; the hit share may differ from the screen's.

SMILES | SNCA expr inhib | GPT2 inhibitor | IP6K1 inh | HEK293 tox | SNCA viab count | 3T3 cytotox | FLuc inh
COc1ccc(CC(=O)Nc2nc3c(s2)CC(C(C)(C)C)CC3)cc1 (stereo not given) | 67%[activator] | · | 17 | · | -3% | · | ·
Cn1c(=O)c2sccc2n2c(CCC(=O)NCc3ccc(F)cc3)nnc12 | -4% | · | 5 | · | 9% | · | ·
NC1C[C@H](Cn2cc(-c3cccnc3)nn2)[C@@H](O)[C@H]1O (stereo not given in full) | -3%[87.6 µM] | ? | -8 | 4%[230 µM] | 4%[87.6 µM] | 1%[230 µM] | -4%[230 µM]
Cc1ccncc1-c1c(C)nn2c1N(C(=O)c1scnc1C)CCC2 | 3%[87.6 µM] | 0%[88.5 µM] | 18 | 1%[172 µM] | 5%[87.6 µM] | ? | 0%[172 µM]
O=C(C[C@H]1NC(=O)c2ccccc2NC1=O)Nc1n[nH]c(CCc2ccccc2)n1 | 10% | -3% | 21 | -26% | 7% | -20% | -2%
Cc1cccc(NC(=O)Cn2cc(S(=O)(=O)c3ccc(F)cc3)c(=O)c3cc4c(cc32)OCO4)c1 | -9% | · | -12 | · | -13% | · | ·
Cc1cc(C(=O)N2CCCC(CCc3c(F)cccc3F)C2)no1 (stereo not given) | 7% | -1% | -5 | ? | 0% | ? | 4%
COc1ccc(Nc2c(-c3ccsc3)nc3nc(C)cc(C)n23)cc1 | 20% | · | -15 | · | -25% | · | ·
CCn1cc(C(=O)N2CCN(c3cc(C)ccc3C)CC2)c(=O)c2cc(S(=O)(=O)N3CCOCC3)ccc21 | 5% | · | -9 | · | 21% | · | ·
O=C1NCCCCCCN(C(=O)c2ccncc2)[C@H]2CCCC[C@@H]12 | 8% | i | 2 | 4% | -3% | -4% | 4%
Cc1cccc2oc(CNC(=O)C(c3cccnc3)N3CCOCC3)nc12 (stereo not given) | 9% | -4%[11.5 µM] | -6 | 1% | 3% | 0% | 9%
CSc1ccc(C(=O)N2CC(=O)N(CC3CC3)CC(C)(C)C2)cc1 | · | · | 16 | -7% | · | ? | ·
COC[C@@H]1CN(C(=O)c2cc(Cl)ccc2F)C[C@H]1C(N)=O | -6% | -10% | 13 | i | -5% | i | -2%
CC(C)C(NC(=O)C1CCN(C(=O)C2CC2)CC1)c1nccn1C (stereo not given) | -1% | -1%[11.5 µM] | -8 | 4% | 5% | 2% | 3%
Cc1ccc2nc(C3CCCN(CC(C)C)C3)[nH]c(=O)c2c1 (stereo not given) | 0%[87.6 µM] | -1% | 24&-2 | -7%[172 µM] | 8%[87.6 µM] | -1%[138 µM] | 5%[172 µM]
Cc1nc(N2CCN(C(=O)c3cccc(F)c3)CC2)cc(C(F)(F)F)n1 | ? | i | 4 | 18% | 7% | i | 3%
Cc1ccc(CN2CCCn3nc(C(=O)NCc4cc(C)ccc4C)cc3C2=O)cc1 | -10% | · | -8 | · | 1% | · | ·
O=C(Nc1cccc(-n2cccn2)c1)C1CCCN1C(=O)C1CCCCC1 (stereo not given) | 44%[activator] | -15% | -5 | -9% | 13% | -1% | -5%
CCOC(=O)C1=C(C)NC(=O)NC1c1cn(-c2ccccc2)nc1-c1ccc(OCC)cc1 (stereo not given) | 4% | · | 5 | · | -22% | · | ·
CCOC(=O)c1c(C)[nH]c(CCC(=O)NCc2ccc(OC)cc2OC)c1C | -2% | · | 9 | · | 13% | · | ·
COCCNC(=O)C1CCN(c2nc3ncccc3o2)CC1 | ? | -3%[88.5 µM] | 13 | i | -8%[87.6 µM] | 1%[138 µM] | ·
CC(=O)N1CCN([C@H]2[C@@H]3OC[C@@H](O3)[C@@H](NCc3ccc(OC(F)(F)F)cc3)[C@@H]2O)CC1 | 4% | -4% | 4 | 1% | 4% | -6% | -4%
Cc1ccc(CCNc2ncnc3onc(-c4ccc(Cl)cc4)c23)cc1 | 84%[activator] | · | 0 | · | 9% | · | ·
O=C1CS(=O)C2(CCN(S(=O)(=O)Cc3ccccc3)CC2)N1CC1CC1 (stereo not given) | -11% | -2% | -4 | -8% | -20% | 1% | 1%
COC(=O)c1ccccc1NC(=O)N1CCC(N2CCN(Cc3ccc(F)cc3)C(=O)C2=O)CC1 | 27% | · | 11 | · | 3% | · | ·
CCCN1CCN(C(=O)C2CCCN(c3cnn(Cc4ccccc4)c(=O)c3)C2)CC1 (stereo not given) | -25% | 3% | 14 | 4% | -4% | -15% | -5%
C=CC(C)(O)CC/C=C(\C)C(=O)OC1C(O)C(CO)OC(OC(=O)C23CCC(C)(C)CC2C2=CCC4C5(C)CCC(OC6OC(COC7OCC(OC(C)=O)C(O)C7OC7OC(COC(C)=O)C(O)C(O)C7OC(C)=O)C(O)C(O)C6OC6OCC(O)C(O)C6O)C(C)(C)C5CCC4(C)C2(C)C(O)C3O)C1OC1OCC(OC2OCC(O)C(OC3OCC(O)C(O)C3O)C2O)C(O)C1O (stereo not given) | · | i[11.5 µM] | 4 | · | -16%[5.56 µM] | · | ·
CCOC(=O)c1c(NC(=O)CS(=O)(=O)c2ccc(C)cc2)sc2c1CCCCC2 | 6% | · | 13 | · | -4% | · | ·
COc1ccc(N2CCN(c3nc(C(=O)N4CCN(C)CC4)cs3)CC2)cc1 | 5% | ? | -16 | ? | -3% | -11% | 0%
COC(=O)c1ccc(NC(=O)CN2CCN(S(=O)(=O)c3ccc(Br)cc3)CC2)cc1 | -1% | · | -5 | · | -1% | · | ·
Cc1cc(N2CCN(C(=O)Cn3nnnc3CN3CCC(C)CC3)CC2)cc(C)n1 | ? | i | 17 | -27% | -9% | 0% | 5%
CCN1CCN(c2ncc(C(C)(C)C(=O)O)c(N3CCOCC3)n2)CC1 | 6% | i | 3 | -4% | 3% | -4% | 11%
CC(=O)c1ccc(NC(=O)c2cn(C)c(=O)c3ccccc23)cc1 | 42%[activator] | · | -15 | · | -17% | · | ·
CCN(CC)S(=O)(=O)c1ccc2c(c1)N(CC(=O)NCC(C)c1ccccc1)C(=O)CO2 (stereo not given) | 1% | · | 36 | · | -28% | · | ·
COCC(=O)N[C@@H]1CN(C(=O)c2ccc(F)cc2)CC[C@@H]1CO | 39%[activator] | -26% | 2 | -5% | ? | -17% | -34%
COc1cccc(-c2ccc(C(=O)N3CCC(NC(=O)Nc4ccc(Cl)cc4)CC3)cc2)c1 | -31% | i | 5 | 10µM* | 2%[12.5 µM] | 28µM* | ·
C=CCN(Cc1cccc(OCC)c1)C(=O)c1ccc(=O)[nH]c1 | -23% | -1%[11.5 µM] | 2 | 3% | 1% | -5% | 13%
CCCCc1nn(CC(=O)N(C)Cc2cc(C)on2)c(=O)n1CC | 7% | 2% | 8 | i | ? | -1% | -1%
Cc1nn(-c2ccccc2)c2c1C(C)N(C1CCN(C(=O)c3ccccc3Cl)C1)C2=O (stereo not given) | · | · | -9 | ? | · | ? | ·
CCCCOc1ccc(C2c3c(oc4ccc(C)cc4c3=O)C(=O)N2CCCN(C)C)cc1OCC (stereo not given) | -11% | · | 47 | · | 11% | · | ·

3 compounds out of the list, ordered by molecular weight, largest number first.
SMILES | SNCA expr inhib | GPT2 inhibitor | IP6K1 inh | HEK293 tox | SNCA viab count | 3T3 cytotox | FLuc inh
CCCCOc1ccc(C2c3c(oc4ccc(C)cc4c3=O)C(=O)N2CCCN(C)C)cc1OCC (stereo not given) | -11% | · | 47 | · | 11% | · | ·
CCCCc1nn(CC(=O)N(C)Cc2cc(C)on2)c(=O)n1CC | 7% | 2% | 8 | i | ? | -1% | -1%
C=CCN(Cc1cccc(OCC)c1)C(=O)c1ccc(=O)[nH]c1 | -23% | -1%[11.5 µM] | 2 | 3% | 1% | -5% | 13%

Further entries follow.
SMILES | SNCA expr inhib | GPT2 inhibitor | IP6K1 inh | HEK293 tox | SNCA viab count | 3T3 cytotox | FLuc inh
O=C(c1cn(CCC2CCCCC2)nn1)N1CCN(C(=O)c2ccco2)CC1 | -3% | -13% | 17 | -3% | 2% | -20% | 10%
COc1ccc(CNC(=O)C(C(C)C)N2Cc3ccccc3C2=O)cc1 (stereo not given) | -23% | · | 16 | · | -5% | · | ·
O=C(c1ccc2c(c1)OCO2)N1CCCC2(CNc3ccccc3[S+](=O)([O-])N2)C1 (stereo not given) | 35%[activator] | 3% | 21 | -11% | 0% | -8% | -11%
CCOc1ccc(NC(=O)c2cnn(-c3ccc(C)c(C)c3)c2C2CCN(C(=O)OC(C)(C)C)CC2)cc1 | 35% | · | 0 | · | 15% | · | ·
CC(C)(C)CC(=O)NCC(c1ccc2c(c1)OCO2)N1CCN(c2ccccc2)CC1 (stereo not given) | -7% | · | 15 | · | -12% | · | ·
CC[C@H]1CN(C(C)=O)CC[C@H]1CC(=O)Nc1ccccc1 | -3%[87.6 µM] | ? | 11 | i | -9%[87.6 µM] | i | -6%[230 µM]
CCc1nc2cc(N3CCC(C(=O)N4CCN(C)CC4)CC3)cnc2nc1CC | -13% | i | 1 | -10% | 14% | ? | 3%
COc1ccc(CNC(=O)C2CCN(C(=O)C3CN(c4ccc(OC)cc4)C(=O)N3)C2)cc1 (stereo not given) | -6% | -18% | -8 | -10% | 3% | ? | -3%
COc1ccc(N2Cc3c(NCc4ccc(F)cc4)ncnc3N(C)CC2=O)cc1 | -15% | i | -6 | -5% | 3% | -29% | -1%
Cc1ccc(S(=O)(=O)N2CCC(C(NC(=O)c3ccccc3)C(=O)NCC(C)C)CC2)cc1 (stereo not given) | -2% | 1% | -12 | ? | 0% | -18% | -2%
Cc1cccc(Cn2c(=O)n(Cc3ccc(C(=O)NC4CCN(Cc5ccccc5)CC4)cc3)c(=O)c3ccccc32)c1 | 0% | · | -17 | · | 14% | · | ·
CC(C)Oc1ccc(CNC(=O)C2Cn3cccc3C(=O)N2)cc1 (stereo not given) | 15% | 0% | 3 | -8% | -5% | 0% | -11%
COC(=O)c1c(NC(=O)c2cc3nc(-c4ccc(Br)cc4)cc(C(F)(F)F)n3n2)sc2c1CCCC2 | 38%[activator] | · | -18 | · | -5% | · | ·
CCCc1nn2c(=O)cc(COC(=O)c3ccccc3NC(=O)COc3ccccc3)nc2s1 | -13% | · | 11 | · | -7% | · | ·
COc1ccc(C)cc1NC(=O)CCC[C@@H]1[C@H]2CCCN3CCC[C@@H](CN1Cc1cccnc1)[C@@H]23 | 7% | i | -4 | 2% | -1% | 4% | 3%
O=C(OCc1ccco1)c1ccc2c(c1)N(Cc1ccc([N+](=O)[O-])cc1)C(=O)c1ccccc1S2 | 16% | · | 10 | · | 4% | · | ·
CC(C)NC(=O)c1ccc(NC(=O)N2CCCCc3ccccc32)cc1 | -3% | · | -7 | · | -7% | · | ·
COc1ccc(-n2nc(C3CCN(C(=O)c4ccc(F)cc4)CC3)[nH]c2=O)cc1 | -4%&13% | 0% | 13&-1 | -29%&-9% | -2%&19% | -19%&-5% | -6%&4%
